Compound activity deposited in PubChem BioAssay by National Center for Advancing Translational Sciences (NCATS).
Menin-MLL TR inh: displaces Texas Red mutant MLL peptide from human menin | Menin + Texas Red MLL mutant peptide, fluorescence polarization | Potency, µM (top dose mostly 61.6 µM), for inactives: top-dose FP activity change, negative = inhibition, hits mostly inhibitors | 270,000 tested, 0.23% active | AID 1768; active = well fitted inhibition curve with a large enough effect in the polarisation, with a control signal flat, not every such curve was filed as active; inconclusive = small, poorly fitted or top-dose-only effect, or effect the other way, or a change in a side signal; inactive = no such curve, though single readings can be large or run the other way; the % refers to the polarisation; note: potency is the fitted concentration of half-maximal effect; % of control where 0% means no effect; many of its hits are not listed in these tables
Target sequence (O00255 whole entry, looked up): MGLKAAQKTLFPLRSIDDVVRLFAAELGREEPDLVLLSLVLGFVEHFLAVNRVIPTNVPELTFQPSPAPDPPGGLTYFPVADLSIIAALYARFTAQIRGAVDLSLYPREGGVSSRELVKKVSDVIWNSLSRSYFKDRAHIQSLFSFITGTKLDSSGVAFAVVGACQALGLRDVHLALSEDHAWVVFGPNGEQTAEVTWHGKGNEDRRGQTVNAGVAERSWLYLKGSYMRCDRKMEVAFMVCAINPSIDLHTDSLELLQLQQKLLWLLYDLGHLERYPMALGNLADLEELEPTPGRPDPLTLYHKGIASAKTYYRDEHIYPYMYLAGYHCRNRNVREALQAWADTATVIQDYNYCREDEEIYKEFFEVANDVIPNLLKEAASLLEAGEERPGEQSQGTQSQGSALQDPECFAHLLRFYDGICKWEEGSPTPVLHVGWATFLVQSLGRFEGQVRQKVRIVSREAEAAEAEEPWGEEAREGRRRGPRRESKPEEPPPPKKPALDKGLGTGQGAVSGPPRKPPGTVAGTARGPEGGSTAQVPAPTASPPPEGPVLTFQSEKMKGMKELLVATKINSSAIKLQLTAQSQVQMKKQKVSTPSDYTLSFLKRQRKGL
FLuc counter: inhibits or activates purified firefly luciferase, miR-21 counter-screen; P08659; purified FLuc, Km substrates, luminescence inhibition; Potency, µM (highest dose often 57.5 µM), inactives show at the top dose activity change, negative = inhibition, hits mostly inhibitors; 360,000 tested, 6.9% active;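 note: potency is the fitted concentration of half-maximal effect; plate controls were vehicle for no effect and reference inhibitor for full effect; nearly all actives have a fitted effect of over 55% in size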
Target sequence (P08659 whole entry, looked up): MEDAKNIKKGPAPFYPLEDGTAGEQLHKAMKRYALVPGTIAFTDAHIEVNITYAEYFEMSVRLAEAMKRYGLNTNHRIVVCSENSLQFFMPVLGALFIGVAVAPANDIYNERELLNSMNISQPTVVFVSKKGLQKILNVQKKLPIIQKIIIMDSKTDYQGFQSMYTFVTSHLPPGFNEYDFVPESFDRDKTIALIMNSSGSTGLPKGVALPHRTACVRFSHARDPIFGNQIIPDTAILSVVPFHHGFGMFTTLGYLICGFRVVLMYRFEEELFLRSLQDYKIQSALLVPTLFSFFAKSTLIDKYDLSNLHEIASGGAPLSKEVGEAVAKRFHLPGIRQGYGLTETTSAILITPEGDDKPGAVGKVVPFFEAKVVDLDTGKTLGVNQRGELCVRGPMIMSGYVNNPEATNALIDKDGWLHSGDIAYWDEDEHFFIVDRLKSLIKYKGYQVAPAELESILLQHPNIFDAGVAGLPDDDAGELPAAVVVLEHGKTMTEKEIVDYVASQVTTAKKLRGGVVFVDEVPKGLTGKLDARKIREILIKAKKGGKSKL
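Purified P. pyralis luciferase (10nM final) with 10uM D-luciferin and 10uM ATP (Km levels) in 50mM Tris acetate pH 7.5, 10mM Mg acetate, 0.01% Tween-20, 0.05% BSA; qHTS 6-point titration, ~60 µM downward; luminescence read.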
VP16 counter: counter-screen for ROR gamma inhibitors: Gal4-VP16 reporter; 310,000 tested, 3.5% active; Potency, µM (highest dose often 53.6 µM), inactives show at the top dose activity, negative = inhibition, usual class: inhibitors; Drosophila S2 Gal4-VP16 UAS-luciferase, luminescence, 20 h;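 note: Gal4-VP16 expression switched on by copper sulfate through the metallothionein promoter; potency is the fitted concentration of half-maximal effect; % is set by controls: 0 for no effect and ±100 for the full control effect; nearly all actives have a fitted effect of over 50% in size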
Mito fusion act: blocks mitochondrial division or promotes mitochondrial fusion; S. cerevisiae fusion-defective mutant growth rescue, CellTiterGlo 48 h; Potency, µM (titrated, usually from 46.1 µM), without a hit: at the top dose growth rescue (activation), hits mostly activators; 320,000 tested, 0.23% active;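 note: potency is the fitted concentration of half-maximal effect; % of control where 0% means no effect; nearly all actives have a fitted effect of over 45% in size; temperature-sensitive fusion mutants such as fzo1-1 at 37 °C on non-fermentable ethanol glycerol medium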
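Read-out: ATP-based luminescence (CellTiterGlo, 10 min ambient) reporting growth of fusion-defective ts yeast after 48 hours at 37C on glycerol/ethanol YPEG medium in the presence of compound.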
MBNL1 CUG block: blocks human MBNL1 binding to CUG repeat RNA; Potency, µM (series often up to 57.5 µM), for inactives: top-dose activity change, negative = inhibition, hits mostly inhibitors; Q9NR56; TR-FRET MBNL1-His/biotin-(CUG)12 binding, 665/545 ratio; 280,000 tested, 0.036% active; active = well fitted inhibition curve with a large enough effect in the signal ratio, with a control signal flat, not every such curve was filed as active; inconclusive = small, poorly fitted or top-dose-only effect, or effect the other way, or a change in a side signal; inactive = no such curve, though single readings can be large or run the other way; the % refers to the signal ratio; note: potency is the fitted concentration of half-maximal effect; % is set by controls: 0 for no effect and ±100 for the full control effect
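MBNL1-His + Biotin-(CUG)12, cpd titration 92 nM–58 uM; Tb anti-His Ab 0.055 ng/ul, SA-XL665 5 nM (final); 60 min RT; ratiometric 665/545 nm, Ex 340 nm; normalized to buffer and full-complex controls.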
RORgamma inh: ROR gamma (mouse) transcription inhibition. Potency, µM (titrated, usually from 53.6 µM), without a hit: at the highest dose activity change, negative = inhibition, hits mostly inhibitors. 310,000 tested, 5.4% active. Drosophila S2 Gal4-RORgamma UAS-luciferase reporter, 20 h; note: potency is the fitted concentration of half-maximal effect; % is set by controls: 0 for no effect and ±100 for the full control effect; nearly all actives have a fitted effect of over 60% in size
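Stably transfected Drosophila Schneider cells are the test system, with ROR gamma fused to Gal4 and luciferase under UAS control; luminescence is read after 20 hr of 700 uM copper sulfate induction at ambient temperature.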
PKM2 act: PKM2 (human) enzyme activation. P14618. purified PKM2, Kinase-Glo ATP luminescence, activation; response scale: 0% is enzyme alone, no compound. Potency, µM (series often up to 57.5 µM), without a hit: at the highest dose activation, actives largely listed as activators. 260,000 tested, 0.34% active. AID 1631; note: potency is the fitted concentration of half-maximal effect; % is set by controls: 0 for no effect and ±100 for the full control effect; nearly all actives have a fitted effect of over 55% in size
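Kinase-Glo luminescence reports ATP generated from ADP (0.1 mM) and PEP (0.5 mM) by purified hPK-M2 after 1 h at room temperature, pH 7.2 imidazole buffer; intermediate enzyme activity allows detecting inhibitors and activators.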
KCNH2 3.1 inh: blocks the human KCNH2 3.1 channel isoform; 340,000 tested, 0.95% active; activity change, % (tested at about 1.8 µM); U2OS KCNH2 3.1, thallium flux FluxOr; stronger effect = lower value;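 active = maximum activity change below -70%; inconclusive = maximum activity change from -70% to -50%; inactive = maximum activity change above -50%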;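 note: thallium influx rate constant from kinetic fluorescence after stimulation buffer; % is set by controls: 0 for no effect and ±100 for the full control effect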
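Channel expression came from 3.1 mutant virus (1.77 x 10^8 /mL) applied to suspended U2OS cells for 4 h. Flux was tracked with FluxOr dye plus Red40 quencher, and kinetic rate constants normalized to controls.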
ELG1 DNA repair: ELG1-dependent DNA repair inhibition; HEK293T ELG1-luciferase reporter, luminescence, 16 h; DNA damage induced by 5-fluorouridine; Potency, µM (titrated, usually from 46.1 µM), for inactives: at the top dose activity change, negative = inhibition, hits mostly inhibitors; 330,000 tested, 2.3% active; AID 504467; note: potency is the fitted concentration of half-maximal effect; % is set by controls: 0 for no effect and ±100 for the full control effect; nearly all actives have a fitted effect of over 55% in size
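Reporter activity after DNA damage by 5-fluorouridine is monitored. Compound-treated cells incubate 16 hr at 37 °C, then ONE-Glo is added for 30 min before luminescence reading.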
NPC1 prom act: NPC1 promoter activation. Potency, µM (doses to about 9.22 µM), for the others: top-dose activation, hits mostly activators. 320,000 tested, 2.4% active. AID 485313. Huh7 NPC1 promoter luciferase reporter, 24 h;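 note: potency is the fitted concentration of half-maximal effect; % of control where 0% means no effect; nearly all actives have a fitted effect of over 60% in size; reporter is driven by a mutant NPC1 promoter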
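Readout is luciferase luminescence, reflecting NPC1 promoter activation in stably transfected Huh7 cells after 24 h compound exposure at 37 °C in reduced-serum medium with 10% FBS.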
Rab9 promoter act: activates the Rab9 promoter; Huh7 Rab9 promoter-luciferase reporter, luminescence, 24 h; Potency, µM (top dose mostly 9.22 µM), inactives show at the highest dose activation, negative = inhibition, usual class: activators; 320,000 tested, 2.8% active; note: potency is the fitted concentration of half-maximal effect; % of control where 0% means no effect; nearly all actives have a fitted effect of over 60% in size
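Huh7 cells stably carrying a Rab9 promoter-luciferase reporter, 1500 cells per well in OP-MEM I with 10% FBS, treated with compound 24 hours at 37C. Luciferase activity read by luminescence after 10 minutes with Amplite reagent.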
* = called active by the depositor; ? = inconclusive; · = no result given; ! = a repeat was not active; [ ] = dose if it differs, or a comment. Unless noted, calls come from the whole dose curve; as a rule, active = well fitted curve in the direction sought with a large enough effect; inconclusive = small, poorly fitted or top-dose-only effect, or another doubt; inactive = no such curve, though single readings can be large; an effect the other way counts as inactive or inconclusive. The list is partial; the hit share may differ from the screen's.

SMILES	Menin-MLL TR inh	FLuc counter	VP16 counter	Mito fusion act	MBNL1 CUG block	RORgamma inh	PKM2 act	KCNH2 3.1 inh	ELG1 DNA repair	NPC1 prom act	Rab9 promoter act
O=C(CSc1nnc(CN2CCOCC2)n1-c1ccccc1)Nc1ccc(Cl)cc1	-18%	1%	-5%	-4%	-6%	14%	-5%	8	-8%	-2%	0%
COCCNC(=O)CN1N=C(c2ccc(OC)cc2)CCC1=O	-11%	1%	12%	2%	-1%	-29%	·	-9	-19%	2%	7%
Cc1nnc(C)n1/N=C/c1cccnc1	-2%	-1%	-4%	-3%	-3%	-5%	2%	1	3%	-1%	-5%
Cc1cccc(/C=N/NC(=O)C[n+]2ccccc2)c1	·	3%	·	-4%	·	·	·	17	8%	-2%	1%
CN(C)c1ccc(C2/C(=C(/O)c3ccc(Br)cc3)C(=O)C(=O)N2C)cc1 (stereo unspecified)	?	-1%	0%	-5%	-16%	-4%	·	-176*	2%	0%	-3%
CCc1ccccc1NC(=O)CN1CCN(CC(=O)Nc2cc(C)ccc2OC)CC1	-1%	1%	1%	0%	2%	35%	1%	20	1.6µM*	-1%	-15%
CCN(Cc1cc2cccc(C)c2[nH]c1=O)C(=O)c1ccccc1OC	-7%	-1%	-12%	0%	9%	15%	-3%	-5	-8%	20%	-1%
Cc1ccc2sc(NC(=O)CSc3nc(C)cc(C)c3C#N)nc2c1	1%	3.8µM*	?	-10%	24%	0.71µM*	-1%	-10	?	?	28%
O=C(Nc1cccc(NC(=O)c2cccs2)c1)c1ccco1	8%	?	9%	10%	-6%	7%	-1%	6	-10%	9%	-1%
O=c1cc(N2CCN(Cc3ccccc3)CC2)[nH]c(=O)n1-c1cccc(C(F)(F)F)c1	5%	3%	-3%	1%	-9%	1%	1%	-7	-5%	-5%	-1%
CCn1c(SCC(=O)Nc2ccc(NC(=O)c3ccco3)c(OC)c2)nc2ccccc2c1=O	3%	-2%	2%	?	-10%	0%	-25%	0	?	1%	10%
COc1cc(/C=N/NC(=O)C(=O)N2CCCC2)ccc1O	9%	2%	-13%	-11%	16%	29%	-4%	27	0%	0%	-5%
COc1ccc(S(=O)(=O)N(CC(=O)N/N=C/c2ccccc2C(=O)O)c2ccccc2OC)cc1	·	1%	-6%	-9%	5%	-10%	3%	17	9%	-1%	-2%
COc1ccc(C(=O)NNC(=O)c2cc(C)nc3ccccc23)cc1	·	?	·	-4%	·	·	·	7	18%	0%	2%
COc1cc(C2CC(=O)NC(SCC(=O)Nc3ccccc3C)=C2C#N)ccc1O (stereo unspecified)	20%	1%	3%	3%	-12%	20%	-6%	10	-8%	2%	0%
Cc1ccc2nc(N3CCN(C)CC3)c(C=O)c(=O)n2c1	7%	3%	8%	-6%	?	-10%	·	-8	-4%	-1%	4%
Cc1ccc(-c2nc(N)sc2CC(=O)OCC(=O)N2C(C)CCCC2C)cc1 (stereo unspecified)	?	5%	-4%	0%	-5%	?	28%	-7	3%	-1%	-3%
COc1cccc(/C=C2\SC(=S)N(CCC(=O)NNC(=O)c3ccccc3OC)C2=O)c1	?	-18%	-16%	14%	3%	?	·	13	-15%	5%	-1%
O=S(=O)(c1ccc(=S)[nH]c1)N1CCCCCC1	·	-10%	·	8%	·	·	·	22	21%	-3%	-7%
FC(F)(F)c1cc(-c2ccco2)nc(NCc2ccccc2)n1	?	3%	9%	-1%	5%	12%	7%	6	7%	-1%	-1%
O=C(COC(=O)c1ccc(F)cc1F)Nc1ccc2[nH]c(=O)[nH]c2c1	41%[activator]	2%	3%	1%	-3%	-1%	-2%	·	0%	1%	0%
CCOC(=O)NC(=O)COC(=O)CCCc1nc2ccccc2s1	-19%	?	-23%	-15%	-6%	-31%	-3%	26	-4%	-1%	-1%
CCC(=O)Nc1cc(C)c(OC)c(C)c1	-2%	5%	-1%	2%	-7%	13%	-3%	-5	4%	1%	0%
CCc1cc2c3c(c(=O)oc2cc1OC(C)C(=O)O)CCCC3 (stereo unspecified)	-8%	0%	6%	2%	11%	11%	0%	-31	9%	7%	-3%
Cc1ccc(C2=Nc3ccccc3N=C(c3ccco3)C2)c(O)c1	27%	1%	0%	3%	2%	12%	1%	11	5%	-2%	-4%
C[N+](C)(CCCCCC[N+](C)(C)CCCN1C(=O)c2cccc3cccc(c23)C1=O)CCCN1C(=O)c2cccc3cccc(c23)C1=O	-22%	2%	·	16µM*!	?	·	·	-7	6%	5%[46.1 µM]	-4%[46.1 µM]
COc1ccc2oc(C(=O)Nc3cccc(S(=O)(=O)N4CCOCC4)c3)c(C)c2c1	·	6µM*	·	-2%	·	·	·	9	?	2%	1%
CN1C(=O)SC(Nc2ccccc2)C1=O (stereo unspecified)	-6%	2%	-2%	2%	-27%	-3%	-3%	8	7%	-1%	1%
COCCCN1C(=O)C(O)=C(C(C)=O)C1c1cccc(F)c1 (stereo unspecified)	-4%	0%	-1%	-17%	0%	-13%	0%	-9	20%	10%	5%
COc1ccc(NC(=O)N(C2CCCCC2)C2CCN(C(C)C)CC2)c(OC)c1	?	-2%	-12%	-4%	4%	40%	-8%	3	5%	0%	-3%
Cc1cc(C)cc(Cn2ncc(Cl)c(Cl)c2=O)c1	-8%	2%	11µM*	1%	291%[activator]	?	5%	-20	?	-20%	-39%[inhibitor]
CCOC(=O)c1cc2occc2n1CC(=O)Nc1ccc(OC)cc1OC	1%	2%	22%	2%	-2%	28%	5%	7	-20%	-3%	-2%
O=C(c1cc2cc(Cl)ccc2oc1=O)N1CCN(c2ccccn2)CC1	-5%	-14%	-4%	5%	14%	16%[1.91 µM]	5%	12	-2%	3%	2%
COc1ccc(C(=O)NCc2cc(C)nc3ccccc23)cc1	-13%	-6%	?	-10%	2%	?	0%	8	?	-13%	-20%
COc1ccc(NCc2nn(CC(=O)c3ccc(Br)cc3)c3[n+]2CCCCC3)cc1	?	?	12%	1%	2%	27%	2%	16	-1%	-4%	-3%
CCCCOc1ccc(S(=O)(=O)NNC(=O)C2Cc3c(ccc4ccccc34)O2)cc1 (stereo unspecified)	-2%	1%	?	?	-6%	-22%	-11%	-10	-5%	-1%	-3%
COc1ccc(N(CC(=O)N2CCCCCC2)S(=O)(=O)c2ccc(OC)c(OC)c2)cc1	-11%	0%	3%	3%	-3%	-3%	-5%	19	5%	-2%	0%
C[C@H](NC(=O)C1CCN(S(=O)(=O)c2ccccc2)CC1)C(=O)NCc1ccc(Cl)cc1Cl	·	1%	-18%	2%	-3%	?	·	-5	-13%	-3%	-10%
Cc1cccc(NC(=O)CCN2C(=O)c3cccc([N+](=O)[O-])c3C2=O)c1	5%	3%	-5%	2%	?	6%	0%[11.5 µM]	-9	-5%	0%	0%
Fc1ccccc1OCCSc1nc2ccccc2o1	-14%	-1%[2.3 µM]	12%	-4%	2%	?	-10%	-5	?	24%	?
CCn1ncc(CN2CCC(Oc3ccc(C(=O)N4CCCC4)cc3)CC2)c1C	·	1%	-2%	-1%	-10%	-3%	·	22	22%	6%	-4%
CCn1c(=O)c2sccc2n(Cc2ccccc2)c1=O	-7%	4%	3%	-7%	0%	-14%	-2%	4	-12%	0%	-2%
CN(C)C(=O)c1ccc(-c2nnc(NCc3ccccc3)c3ccccc23)cc1	?	1%	-12%	2%	?	28%	-3%	-34	?	0%	-3%
O=C(/C=C/c1ccccc1)Nc1ccc(NC(=O)c2cccs2)cc1	·	4%	-13%	0%	·	-35%	7%	?	17%	1%	-2%
CCOC(=O)N1CCC(n2c(SCC(=O)Nc3ccccc3OC)nc3ccccc3c2=O)CC1	?	-2%	-2%	28%	12%	25%	-10%	-19	?	1%	-14%
COc1ccc(-c2noc(-c3ccccc3C(=O)NCC3CCCO3)n2)cc1 (stereo unspecified)	·	9.5µM*	-6%	0%	·	20%	-6%	7	?	1%	-1%
COc1cccc(/C=N/Nc2snc(SC)c2C#N)c1	?	4.8µM*	2%	5%	-6%	-6%	1%	-3	?	?	25%
Cc1ccnn1CCC(=O)N1CCCC(Nc2ccc(F)c(F)c2)C1 (stereo unspecified)	-22%	-1%	5%	-2%	-3%	13%	-2%	9	7%	-4%	-3%
O=C(CCCN1C(=O)c2ccccc2C1=O)NCc1cccnc1	7%	-2%	4%	-6%	10%	-23%	1%	6	10%	-2%	0%
Cc1ccc(SCCC(=O)OCn2nnc3ccccc3c2=O)cc1	20%	-1%	-7%	-4%	1%	-8%	1%	-8	9%	-8%	2%
